LANA DNA inh – inhibitors of KSHV C-LANA binding to DNA, primary screen, biochemical, fluorescence polarization, FAM-LBS DNA, MBP-C-LANA, single point | 340,000 compounds, 0.078% hits | inhibition, % at 9 µM;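 active = highest replicate inhibition at or above 60% at 9 µM, even if other replicates fall short; inactive = all replicates below 60% inhibition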;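 note: 0% = neutral control wells and 100% = 4 µM acridine orange control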
DAGLB inh – DAGLB lipase inhibitors, primary screen, biochemical, fluorescence, HTS. 340,000 compounds, 0.059% hits. Diacylglycerol lipase-beta (Homo sapiens), Q8NCG7. inhibition, % at 5.17 µM. HEK293T DAGLB membrane lysate, EnzChek fluorogenic substrate; in the data active = inhibition above about 34%;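 note: 0% = enzyme with vehicle and 100% = wells lacking enzyme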
Target sequence (Q8NCG7 whole entry, looked up): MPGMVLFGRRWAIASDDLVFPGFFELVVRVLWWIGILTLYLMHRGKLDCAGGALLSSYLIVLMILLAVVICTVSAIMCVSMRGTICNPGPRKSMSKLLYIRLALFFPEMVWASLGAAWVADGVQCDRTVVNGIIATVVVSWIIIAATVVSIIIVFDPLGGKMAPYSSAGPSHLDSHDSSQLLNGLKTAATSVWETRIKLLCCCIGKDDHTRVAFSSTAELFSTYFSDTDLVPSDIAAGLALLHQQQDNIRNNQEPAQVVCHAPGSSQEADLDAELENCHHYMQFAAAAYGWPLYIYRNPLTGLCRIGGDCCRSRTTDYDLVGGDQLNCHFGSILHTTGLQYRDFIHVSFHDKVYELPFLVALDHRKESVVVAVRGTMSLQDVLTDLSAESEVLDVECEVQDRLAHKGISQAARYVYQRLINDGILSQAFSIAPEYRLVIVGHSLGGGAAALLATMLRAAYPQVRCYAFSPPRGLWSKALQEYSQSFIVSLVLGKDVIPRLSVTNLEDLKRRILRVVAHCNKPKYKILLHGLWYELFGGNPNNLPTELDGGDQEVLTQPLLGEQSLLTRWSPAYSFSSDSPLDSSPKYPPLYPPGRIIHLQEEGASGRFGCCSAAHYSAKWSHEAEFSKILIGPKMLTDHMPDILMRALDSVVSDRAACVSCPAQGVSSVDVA
RTF Ca sens inh – cardiac RTF calcium sensitivity inhibitors, primary screen, biochemical, IANBD-TnC fluorescence, EC70 calcium. inhibition, % at 7.15 µM. IANBD-labeled cardiac RTF, Ca2+ fluorescence. 340,000 compounds, 0.12% hits. AID 493244, 2011. Troponin I, cardiac muscle (Homo sapiens) + Troponin T, cardiac muscle (Homo sapiens) + …;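 active = inhibition above the mean inhibition of all tested compounds plus 3 SD, cut at about 17% in these data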;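 note: assay run at fixed EC70 calcium of 1.6 mM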
Keap1-Nrf2 PPI – Keap1-Nrf2 protein-protein interaction inhibitors, primary screen, biochemical, fluorescence polarization, single point; Kelch-like ECH-associated protein 1 (Homo sapiens), Q14145; Keap1 Kelch-Nrf2 peptide fluorescence polarization, 1536-well; inhibition, % at 9.4 µM; 340,000 compounds, 0.15% hits; AID 504523, 2011; in the data active = inhibition above about 12%; inconclusive = no clear call, values can overlap the other calls; inactive = below about 7.3%;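 note: human Keap1 Kelch domain with fluorescein labeled Nrf2 9mer peptide probe; 0% = neutral control wells and 100% = peptide positive control; higher means more block of Keap1 binding to Nrf2 peptide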
RTF Ca sens act – cardiac RTF calcium sensitivity activators, primary screen, biochemical, IANBD-TnC fluorescence, EC20 calcium | 340,000 compounds, 0.24% hits | IANBD-labeled TnC RTF fluorescence at EC20 calcium; 0% EC20 calcium, 100% full calcium | activation, % at 7.2 µM | AID 493008, 2010 | Troponin I, cardiac muscle (Homo sapiens) + Troponin T, cardiac muscle (Homo sapiens) + …;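 active = activation above the mean over all tested compounds plus 3 SD, cut at about 30% in these data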;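 note: rise in fluorescence read as greater calcium sensitivity of cardiac thin filaments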
CAL PDZ FP-1 – CAL PDZ peptide-binding inhibitors, primary screen, biochemical, fluorescence polarization, Cer-tagged CAL PDZ, HTS | purified CAL PDZ, TMR-peptide fluorescence polarization, 1 h | inhibition, % at 20 µM | 330,000 compounds, 0.02% hits | AID 504414, 2011;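 active = highest replicate inhibition of at least 40%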;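 note: plate controls were DMSO neutral control wells for no effect and unlabeled competitor peptide control wells for full effect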
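Material: tagged CAL PDZ domain; buffer or medium: 25 mM sodium phosphate pH 7.4, 150 mM NaCl, TCEP, IgG, Thesit; compound dosing: single point, 20 µM; schedule: 1 h incubation at room temperature before polarization reading; measured by: FP readout, S and P plane fluorescence; read-out basis: percent inhibition from loss of millipolarization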
SR-BI uptake up – activators of SR-BI mediated DiI-HDL uptake, primary screen, ldlA[mSR-BI] CHO cells, DiI fluorescence; activation, % at 12.5 µM; 320,000 compounds, 0.096% hits; AID 504775, 2011; 3 h; 100 = double the neutral-control signal;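 active = mean replicate activation of at least 60% and every replicate at or above 60%; inconclusive = mean or all-replicate condition met, but not both; inactive = mean below 60% and not all replicates reaching 60%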;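 note: 0% = median plate neutral-control signal and 100% = twice that signal; values of inactives mirror those of a sister screen read the other way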
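Test system: SR-BI-overexpressing, LDLR-lacking CHO cells; Also added: labelled HDL, 10 µg/mL; Measured by: bottom-read cell fluorescence after medium removal, ex 550/em 595 nm; Timing: 3 h uptake period with compound, 37 °C; Buffer or medium: F12, 0.5% BSA, 25 mM HEPES; Doses: single compound concentration, delivered by pin transfer.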
CAL PDZ FP-2 – untagged CAL PDZ binding inhibitors, primary screen, biochemical, fluorescence polarization, HTS; 300,000 compounds, 0.92% hits; purified CAL PDZ, TMR-peptide fluorescence polarization, 1 h; Golgi-associated PDZ and coiled-coil motif-containing protein (Homo sapiens), Q9HD26; AID 602252, 2012; inhibition, % at 24.9 µM;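 active = mean inhibition of at least 30% with at least half of replicates also reaching 30%; inconclusive = no clear call, values can overlap the other calls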;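 note: 0% = DMSO neutral control and 100% = excess unlabeled competitor peptide PRC23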
Rtt109 Vps75 – inhibitors of C. albicans Rtt109/Vps75 HAT, primary screen, biochemical, ThioGlo CoA-SH fluorescence, plate reader | Histone acetyltransferase RTT109 (Candida albicans (strain SC5314 / ATCC MYA-2876)), … | purified Rtt109/Vps75, 4 h | inhibition, % at 34.9 µM | 330,000 compounds, 0.16% hits | AID 540336, 2011;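 active = inhibition of at least 50% in every replicate; inconclusive = best replicate reaches 50% inhibition but some replicates fall short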
PKA-R2B activ – activators of PKA-R2B holoenzyme, primary screen, biochemical, fluorescence polarization, Cy5-IP20, human. cAMP-dependent protein kinase catalytic subunit beta (Homo sapiens) + cAMP-dependent …. PKA-R2B holoenzyme dissociation; R2B truncated from residue 108, S112A mutant; 0% DMSO only, 100% 113 µM cGMP. activation, % at 11.4 µM. 340,000 compounds, 0.079% hits. AID 504700, 2011;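 active = activation above a cutoff set at the mean over all compounds plus 3 SD, cut at about 18% in these data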;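 note: higher means more holoenzyme dissociation and a rise in polarization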
Target sequence (P31323 whole entry, looked up, other chains not shown, the tested form may be a part): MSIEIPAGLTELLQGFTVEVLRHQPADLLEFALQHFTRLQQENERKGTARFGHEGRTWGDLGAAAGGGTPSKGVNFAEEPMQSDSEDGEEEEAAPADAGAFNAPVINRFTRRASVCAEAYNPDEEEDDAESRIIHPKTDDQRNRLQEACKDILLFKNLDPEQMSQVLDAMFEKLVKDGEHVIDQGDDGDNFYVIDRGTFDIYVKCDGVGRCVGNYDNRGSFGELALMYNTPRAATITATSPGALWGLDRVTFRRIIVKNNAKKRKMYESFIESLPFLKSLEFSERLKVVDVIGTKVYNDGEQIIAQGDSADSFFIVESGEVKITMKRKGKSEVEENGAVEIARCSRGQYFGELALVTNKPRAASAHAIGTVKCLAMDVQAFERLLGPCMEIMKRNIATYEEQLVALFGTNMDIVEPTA
* hit, by the source's call; ? = inconclusive; nt = no result given.

LANA DNA inh,DAGLB inh,molecule,RTF Ca sens inh,Keap1-Nrf2 PPI,RTF Ca sens act,CAL PDZ FP-1,SR-BI uptake up,CAL PDZ FP-2,Rtt109 Vps75,PKA-R2B activ
0.1,-2,Clc1ccc(CN2CCCCCCC2)cc1Cl,8,0,-1,-1.3,15,-4,14,3
-0.7,14,O=C(Nc1ccc(F)cc1)c1nc2c(nnn2Cc2cccc3ccccc23)c(=O)[nH]1,-1,-5,6,-0.5,24,-6,22,6
1.8,-1,O=C(/C=C(\c1ccc(Cl)cc1)n1cncn1)c1ccc(Cl)cc1,0,-2,0,0.4,-23,0,-5,6
1.8,-8,CCCN(CCC)S(=O)(=O)c1cccc(-c2csc(C)n2)c1,-14,0,7,-1.7,-7,-10,-2,-4
0.3,-1,CCCC(=O)N(CC(=O)Nc1sc(C)c(C)c1C(N)=O)Cc1ccccc1,-2,-6,6,0.3,13,nt,15,-9
-0.2,-1,O=C(Nc1ccc(COc2ccccc2)cc1)c1cccc([N+](=O)[O-])c1,-50,-4,-1,-1.3,-34,2,-6,9
-0.5,0,CCCCN(C)C(=O)C1CCCN(S(=O)(=O)c2ccc3c(c2)CC(C)N3C(=O)C2CC2)C1 (centres undefined),1,-1,-3,-2.0,10,-3,0,-7
1.2,1,Cc1ccc2cc(CN(C(=O)C3CCCO3)C3CCCCC3)c(=O)[nH]c2c1 (centres undefined),-1,2,0,0.1,-9,-6,7,-8
0.0,0,Cc1cc(NC(=O)C(C)SCC(=O)OCC(=O)N(Cc2ccccc2)C(C)(C)C)no1 (centres undefined),-3,1,-2,-2.9,14,0,1,-1
-1.6,1,CCn1c(CNC(=O)c2ccco2)nnc1SCC(=O)Nc1cc(C)c(C)cc1Br,-3,-5,-1,-0.9,-50,nt,-9,1
-21,3,O=c1c2oc3ccccc3c2[nH]c(=S)n1-c1ccc(F)cc1,-9,-4,-6,-0.5,18,-1,-3,-5
-0.3,-2,O=C(c1ccc(OC2CCN(Cc3ccc(C(F)(F)F)cc3)CC2)cc1)N1CCCCC1,-8,-5,4,-0.9,-48,1,12,0
3.3,1,CCN1CCCC1CNC(=O)C1CCN(Cc2nc(-c3cccc(Br)c3)oc2C)CC1 (centres undefined),0,-9,1,0.4,6,-7,-8,-1
-1.2,0,CCC(NS(=O)(=O)c1ccc(C)cc1)C(=O)N1CCC2(O)CCCCC2C1 (centres undefined),-2,-2,-3,-1.4,19,-2,6,-3
2.9,-1,O=C(CNC(=O)C1CCCC1)Nc1ccccc1Br,-6,-6,0,-0.8,1,nt,3,4
0.9,-3,CCc1nn(CC(=O)N2CCCCCC2)c(=O)c2cc3ccccc3n12,-4,-2,-1,-2.7,0,1,2,2
-0.3,0,O=C(CN1C(=O)c2cccc([N+](=O)[O-])c2C1=O)NNC(=O)c1ccc(F)cc1,-3,-1,6,-0.7,12,-1,1,3
-0.4,0,O=C(c1ccc2c(c1)OCO2)[C@@H]1[C@@H]2C(=O)N(C3CCCCC3)C(=O)[C@@H]2C2c3ccccc3C=CN21 (some centres undefined),1,-8,1,0.1,0,-1,0,-10
0.0,-3,CCOC(=O)c1ccc(NC(=O)c2ccc3c(c2)C(=O)N(CC2CCCO2)C3=O)cc1 (centres undefined),-4,0,-1,-2.0,-55,-6,4,-8
1.2,-4,N#C/C(=C\c1cccs1)C(=O)NCc1ccccc1,-11,-1,4,0.3,20,-4,1,14
0.4,nt,Cc1nc2c([nH]c3ccccc32)c(=O)n1N,nt,-2,nt,-0.5,20,3,-4,nt
-1.3,0,CCCCCN(C(=O)CCC(=O)OCC(=O)N1C(C)CCCC1C)c1c(N)n(CCCC)c(=O)[nH]c1=O (centres undefined),-1,1,3,-1.6,9,-3,17,13
0.1,-1,CC(=O)N1c2ccc(S(=O)(=O)NCCC(=O)NCc3ccc(N(C)C)cc3)cc2CC1C (centres undefined),3,1,-1,-1.8,-9,0,9,-8
-1.2,0,CCN(CC)Cc1c(C(=O)OC)nnn1-c1nonc1N,-5,0,1,1.8,2,-3,7,-2
-0.6,-4,Cc1ccc(NCCC(=O)c2ccc(Cl)cc2)cc1C,0,2,-7,0.1,38,0,5,-6
0.0,-1,Cn1c(SCC(N)=O)nnc1-c1ccc(S(=O)(=O)N2CCCC2)cc1,-12,-2,4,0.0,32,42*,-5,-2
-0.7,-3,CCCCN(C(=O)CCC(=O)Nc1cc(C)on1)C(C(=O)NC1CCCC1)c1ccc(F)cc1 (centres undefined),-2,-1,3,-0.1,nt,11,8,9
1.5,-5,CC(C)COP(=O)(OCC(C)C)C(O)c1ccccc1F (centres undefined),-4,1,-1,0.5,12,-6,11,-5
-0.9,7,Cc1ccc(CNC(=O)C(Cc2ccccc2)NS(=O)(=O)c2cccs2)cc1 (centres undefined),-2,-1,2,-0.8,-11,8,0,6
-1.1,1,C=CCN(c1ccccc1)S(=O)(=O)c1cccc(C(=O)N(CC)CC(=O)Nc2c(F)cccc2F)c1,-6,3,-6,-2.6,-6,-4,2,-7
-5.1,17,COc1ccc(/C=C2\SC(=S)N(C(C(=O)O)c3ccccc3)C2=O)c(OC)c1 (centres undefined),-4,-7,7,-3.1,14,-2,?,0
-0.3,1,C=CCOc1ccc(/C(CC)=N/O)cc1OC,2,-2,6,-0.3,11,9,-9,-17
-0.5,0,C/C(=N/NC(=O)C1CC1(c1ccccc1)c1ccccc1)c1ccco1 (centres undefined),2,-4,6,-0.6,-9,nt,-1,-6
1.3,-5,COc1ccc(OC)c(CNn2c(-c3cccc(C)c3)nc3ccccc3c2=O)c1,-1,4,0,-1.8,-24,-3,4,-7
-0.9,2,CC(C)CNC(=O)C(=O)NCC1OCCCN1S(=O)(=O)c1cccs1 (centres undefined),0,-4,-2,-0.3,14,-1,-4,-5
1.9,0,Nc1ccc2nc(SCC(=O)c3ccccc3)sc2c1,0,-3,4,-0.4,-31,2,-3,-4
0.5,3,C/C(N)=C(/C#N)C(=O)COC(=O)c1ccc(OCC2CCCO2)cc1 (centres undefined),-14,3,1,-2.3,nt,-1,-9,-4
0.0,0,O=C(NCc1ccncc1)c1cc2ccccc2nc1Cl,3,-2,2,-2.5,14,-2,3,1
0.7,1,CCOc1ccc(-c2nnc(SCC(=O)O)n2Cc2ccccc2)cc1,-7,1,-4,nt,-10,-4,-6,1
0.3,-1,O=C1CN(S(=O)(=O)c2cc(Br)ccc2Br)CCN1,-1,-3,5,0.0,1,-4,-3,-6
8.9,-2,c1ccc2oc(-c3[nH]ncc3CN3CCC(N4CCSCC4)CC3)cc2c1,-27,2,1,-1.2,8,-4,4,9
0.5,-4,O=C1CC2(CCN(C(=O)COc3ccccc3)CC2)Oc2ccccc21,8,-3,5,-0.4,-6,-2,5,8
1.4,0,CCc1cc2c(=O)c(Oc3ccccc3)c(C)oc2cc1O,-11,0,1,-3.5,-1,-2,-19,5
0.4,-3,COc1ccc(C/C(N)=N/O)cc1,-12,3,1,0.1,27,0,-4,3
-0.3,3,O=C(CSc1ncn[nH]1)Nc1cc(S(=O)(=O)N2CCCC2)ccc1Cl,-2,6,1,-0.7,-10,20,-3,-4
33,1,COCCCNC(=O)/C(C#N)=C/c1ccc(OCC(=O)O)c(OC)c1,13,0,-11,-0.2,30,5,9,-4
-2.0,1,C/C=C(/C)C(=O)Nc1cccc(C2=NOC3(C2)C[C@H](C(N)=O)N(C(=O)Cc2ccc([N+](=O)[O-])cc2)C3)c1 (some centres undefined),1,1,3,0.4,-44,-2,7,2
-2.2,-6,COC(=O)c1c(NC(=O)Cc2cccs2)sc2c1CCCC2,-6,-2,-1,-0.1,-24,-4,-3,7
-0.1,-2,CN(C)C(CNc1ncnc2ccccc12)c1c(F)cccc1Cl (centres undefined),1,-2,1,0.6,nt,10,10,8
-2.3,-6,COc1ccc(CC(=O)Oc2ccc(C)cc2Br)cc1OC,-3,-1,-4,-1.1,nt,-2,4,3
-0.1,2,Cc1ccc(C2CC(c3ccc(F)cc3)Nc3nc(N)nn32)cc1 (centres undefined),-4,1,7,-0.2,16,-4,8,-10
0.7,-2,O=C(Nc1ccc(Cl)cc1)N1CCSCC1,-6,5,0,-0.7,-4,-3,4,5
-0.5,0,CC(C)NC(=O)Nc1cccc2c1O[C@@H](CN(C)S(=O)(=O)c1ccc(F)cc1)[C@@H](C)CN([C@H](C)CO)C2=O,-4,0,-3,1.9,2,0,1,-2
-0.1,2,COc1ccc2nc(N3C(=O)/C(=C/c4ccccc4)NC3=S)sc2c1,-37,-7,-2,0.1,8,-1,-6,-1
2.3,2,COc1ccc(NC(=O)Nc2cccc(C)n2)cc1,-7,-3,1,-0.2,nt,-1,0,-1
-0.8,4,CCCCN1C(=O)c2ccc(C(=O)N(C)CC(=O)Nc3ccc(OCC)c(OCC)c3)cc2C1=O,11,-6,-1,0.2,-72,nt,1,-1

Arranged by count of non-hydrogen atoms (smallest number first): part of the list above.
LANA DNA inh,DAGLB inh,molecule,RTF Ca sens inh,Keap1-Nrf2 PPI,RTF Ca sens act,CAL PDZ FP-1,SR-BI uptake up,CAL PDZ FP-2,Rtt109 Vps75,PKA-R2B activ
2.3,2,COc1ccc(NC(=O)Nc2cccc(C)n2)cc1,-7,-3,1,-0.2,nt,-1,0,-1
-0.1,2,Cc1ccc(C2CC(c3ccc(F)cc3)Nc3nc(N)nn32)cc1 (centres undefined),-4,1,7,-0.2,16,-4,8,-10
-0.1,2,COc1ccc2nc(N3C(=O)/C(=C/c4ccccc4)NC3=S)sc2c1,-37,-7,-2,0.1,8,-1,-6,-1
